M5 ag: CHRM5 agonism in calcium assay. CHO-K1 hM5 cells, Fluo-8 calcium fluorescence; 0% DMSO wells, 100% maximal acetylcholine response. actives 0.19% (n = 360,000). P08912. activation, % at 3 µM;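 active means activation above the run's mean over test compounds plus 3 SD, cut at about 23% in these data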;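 further: signal is peak over basal fluorescence ratio across the kinetic read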
Target sequence (P08912 whole entry, looked up): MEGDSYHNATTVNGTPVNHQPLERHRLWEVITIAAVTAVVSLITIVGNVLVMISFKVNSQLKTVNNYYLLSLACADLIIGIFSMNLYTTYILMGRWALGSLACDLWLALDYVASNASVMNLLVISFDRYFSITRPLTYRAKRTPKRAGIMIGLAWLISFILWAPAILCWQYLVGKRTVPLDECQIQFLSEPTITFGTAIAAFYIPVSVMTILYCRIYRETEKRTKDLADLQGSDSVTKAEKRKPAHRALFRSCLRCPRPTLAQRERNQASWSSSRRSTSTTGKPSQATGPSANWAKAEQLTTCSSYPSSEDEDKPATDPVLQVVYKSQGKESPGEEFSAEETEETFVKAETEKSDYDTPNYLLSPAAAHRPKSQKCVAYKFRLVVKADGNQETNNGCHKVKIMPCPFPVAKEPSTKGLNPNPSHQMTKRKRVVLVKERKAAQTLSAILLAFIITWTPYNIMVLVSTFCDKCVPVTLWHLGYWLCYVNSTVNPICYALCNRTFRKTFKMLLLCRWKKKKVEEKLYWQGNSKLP
M1 PAM parental: M1 PAM counterscreen hit in parental CHO-K1 cells; activation, % at 3 µM; ATP EC20, Fluo-8 calcium fluorescence; 0% at ATP EC20, 100% at ATP max; actives 0.02% (n = 360,000);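 active means activation above the run cutoff, the mean activation of all test compounds plus 3 SD, cut at about 40% in these data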;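 further: peak over basal fluorescence ratio in a 140 s read after ATP addition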
CRFR2-BP antag: CRF-BP/CRF-R2 complex antagonism; actives 0.59% (n = 350,000); inhibition, % at 11.8 µM; HEK293 CRF-R2/CRF-BP, CRF-induced calcium fluorescence; AID 588475;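 active means inhibition of the ligand-induced calcium signal above about 50% at the single tested concentration, limit read from the data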
TAAR1 antagonist: antagonists of human TAAR1; Q96RJ0; inhibition, % at 3 µM; CHO RD-HGA16 TAAR1, Fluo-8 calcium fluorescence, antagonist; AID 624466; actives 1.5% (n = 360,000);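 active means inhibition above a per-plate cutoff, the mean inhibition of test compounds on that plate plus 3 SD, cut at about 49% in these data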;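 further: 0% = DMSO plus EC80 beta-PEA response and 100% = DMSO alone without agonist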
Target sequence (Q96RJ0 whole entry, looked up): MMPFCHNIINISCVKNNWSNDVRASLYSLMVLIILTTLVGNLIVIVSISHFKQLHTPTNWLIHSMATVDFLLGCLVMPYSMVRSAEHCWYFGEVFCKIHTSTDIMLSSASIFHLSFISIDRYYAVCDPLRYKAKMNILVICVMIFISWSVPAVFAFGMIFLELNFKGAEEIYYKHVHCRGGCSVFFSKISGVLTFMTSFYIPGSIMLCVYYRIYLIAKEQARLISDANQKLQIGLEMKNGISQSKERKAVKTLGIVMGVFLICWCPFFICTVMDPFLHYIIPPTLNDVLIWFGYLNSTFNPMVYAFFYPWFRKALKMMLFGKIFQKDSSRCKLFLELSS
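test system = CHO RD-HGA16 cells bearing hTAAR1 | replication = singlicate | controls = DMSO-only wells and EC80 β-PEA-stimulated wells | reagent = EC80 β-phenethylamine stimulus | read-out basis = percent inhibition of PEA-evoked calcium signal, max/basal emission ratio | schedule = seeding 17-24 h prior, 75-min 37 °C, 30-min RT dye loading | signal = kinetic Fluo-8 calcium fluorescence measurement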
M4 PAM: potentiates acetylcholine response at human M4 receptor; CHO-K1 hM4/Gqi5, Fluo-8 calcium fluorescence, ACh EC20; 0% = ACh EC20, 100% = maximal ACh; activation, % at 3 µM; P08173; actives 0.4% (n = 360,000);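 active means activation above its plate's cutoff, the mean activation of sample wells plus 3 SD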; further: some results filed as inactive read as strong as hits
TAAR1 agonist: human TAAR1 agonism. actives 0.99% (n = 360,000). Q96RJ0. CHO RD-HGA16 TAAR1, Fluo-8 calcium fluorescence; vehicle wells 0%, saturating PEA agonist 100%. activation, % at 3 µM. AID 624467;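 active means activation above the mean activation of all test compounds in the run plus 3 SD, cut at about 38% in these data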
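test system = CHO RD-HGA16 cells carrying human TAAR1 plus Gα16 | schedule = 17-24 h seeding, 75 min 37 °C dye, 30 min RT | compound dosing = 3 µM single concentration | control set = DMSO and PEA EC100 | replicates = n 1 | signal = Fluo-8 fluorescence, 5 s baseline then 140 s kinetic read | measure = percent activation vs PEA EC100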
CHRM5 antagonist: antagonists of human muscarinic M5 receptor (CHRM5) | P08912 | CHO-hM5 cells, Fluo-8 calcium fluorescence, ACh EC80 | inhibition, % at 3 µM | actives 0.59% (n = 360,000) | AID 624040;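 active means inhibition above a per-plate cutoff, the mean of that plate's test compounds plus 3 SD, cut at about 27% in these data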;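 further: 0% = acetylcholine EC80 with DMSO and 100% = DMSO without agonist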
M5 PAM: potentiates acetylcholine response at human M5 receptor. CHO-K1 hM5, Fluo-8 calcium, ACh EC20 PAM; 0% = ACh EC20, 100% = ACh EC100. P08912. activation, % at 3 µM. actives 0.3% (n = 360,000);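 active means activation above the run cutoff, the mean activation of all test compounds plus 3 SD, cut at about 18% in these data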
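system = human M5 receptor in CHO-K1 cells | reagent = EC20 acetylcholine as agonist stimulus | compound dosing = single-point, 3 µM nominal | incubation = Fluo-8 loading 80 min at 37 °C plus 30 min room temperature | detection = Fluo-8 calcium dye fluorescence, kinetic read | benchmarks = low control EC20 acetylcholine (0%), high control EC100 acetylcholine (100%)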
CRFR2-BP ag: agonists of human CRF-binding protein/CRF-R2 receptor complex; HEK293 CRF-R2/CRF-BP, calcium dye fluorescence (FLIPR); percent of saturating CRF peptide response; activation, % at 13.2 µM; actives 0.46% (n = 350,000); AID 588473;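 active means activation of at least 50%, plus an integration ratio under a set limit after plate pattern correction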;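 further: plate controls were neutral control wells without compound for no effect and CRF at EC100 for full effect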
* hit, by the source's call; nt = no result given; & = joins results of further samples.

compound	M5 ag	M1 PAM parental	CRFR2-BP antag	TAAR1 antagonist	M4 PAM	TAAR1 agonist	CHRM5 antagonist	M5 PAM	CRFR2-BP ag
CCC1Nc2ncnc(N3CCN(c4ccccc4)CC3)c2N(Cc2ccc(OC)cc2)C1=O (centres undefined)	-6	16	-1	13	8	3	9	-16	1.6
COc1ccc(C2CC(c3ccc(OC)cc3)n3nc(NC(=O)c4ccco4)nc3N2)cc1 (centres undefined)	-7	7	4	-6	-2	11	-6	-4	-1.3
COc1ccc(CNC(=O)CSc2nccn(-c3ccc(F)c(F)c3)c2=O)cc1	2	-12	14	5	-3	1	8	-5	-0.6
COc1ccc(NC(=O)CN2CCC(C(N)=O)CC2)cc1	-2	-4	-6	-5	2	6	-1	2	1.2
COc1ccc(CNC(=O)Cn2nc(Cc3cccnc3)c3ccccc3c2=O)cc1	2	7	-10	-24	0	2	-2	-1	-0.8
O=S(=O)(c1ccc(N2CCN(S(=O)(=O)c3ccc4c(c3)OCCO4)CC2)nc1)N1CCCC1	-5	20	1	7	-3	2	1	-4	-1.0
C[C@H]1COc2cccc(N(C)CCO)c2S(=O)(=O)N1	1	10	nt	-7	2	0	8	-5	nt
COC(=O)c1ccc(NC(=S)NC2CC2)cc1	2	-10	5	23	0	2	13	-4	0.5
CC(C)c1cc(C(=O)N2CCCC(Nc3ccc(F)cc3)C2)n[nH]1 (centres undefined)	-1	17	3	-23	14	-1	1	2	1.2
Cc1ccc(NC(=O)c2ccc(CSc3ccccn3)cc2)cc1	-4	12	11	1	8	3	1	3	-0.6
CCCC(=O)NC(=S)Nc1cccc(NC(=O)c2ccccc2Cl)c1	0	17	-40	7	-2	1	2	-8	14
CCc1nc(Nc2ccccc2)c2oc3ccccc3c2n1	-8	13	-16	-7	5	5	-1	-6	0.7
Oc1ccc(Cl)cc1-c1cc(C(F)(F)C(F)F)nc(-c2ccccc2)n1	2	-4	-7	3	-6	12	5	-1	1.7
CCOC(=O)c1c(-c2ccccc2)csc1NC(=O)C(C)NCCCN1CCOCC1 (centres undefined)	-6	15	-2	-12	-4	11	5	0	0.7
COc1cc(NC(=S)N2CCC(C(N)=O)CC2)cc(OC)c1	0	6	19	-18	-1	2	4	-1	-5.7
Cc1cc(C(=O)CN2C(=O)C(=O)N(Cc3ccco3)C2=O)c(C)n1CCc1ccccc1	-1	-4	5	10	10	37	4	-2	0.6
Cc1cccc(CCNS(=O)(=O)c2ccc(S(=O)(=O)N3CCCCC3)cc2)c1	-1	17	2	10	6	2	5	0	2.0
Cc1cc(C(F)(F)F)n(-c2nc(C(=O)NNS(=O)(=O)c3ccccc3)cs2)n1	-5	14	7	-31	-1	0	1	0	-0.2
CCOc1ccccc1N1CCN(C(=O)c2ccncc2)CC1	3	8	-19	1	21	3	-5	3	-1.5
NC(=O)C1CCN(c2ccc(S(=O)(=O)N3CCC(Cc4ccccc4)CC3)cn2)CC1	5	8	-1	2	-2	9	5	0	-0.2
CC(=O)c1ccc(N2CCN(CC(=O)N(CC(C)C)c3c(N)n(CC(C)C)c(=O)[nH]c3=O)CC2)cc1	-2	24	11	3	10	4	4	2	0.1
O=c1nc2n(c3ccc([N+](=O)[O-])cc13)CCCCC2	-5	17	3	0	1	6	3	10	0.1
CC1(C(=O)NS(=O)(=O)c2cccc(C#N)c2)CCN1C(=O)C1(c2ccccc2)CC1 (centres undefined)	0	5	nt	-10	7	1	-4	-5	nt
CCOC(=O)c1c(C)oc2c1C(=O)c1ccccc1C2=O	-3	-9	29	-17	-11	10	9	-9	2.0
C=CCNC(=O)NC(=O)COC(=O)CCCSc1nc2ccccc2[nH]1	2	-3	5	-14	9	3	7	-7	1.5
CCC(C)NC(=O)N[C@@H](CCSC)C(=O)O (some centres undefined)	4	5	-22	-6	5	12	-8	12	-0.8
CCC(CO)Oc1cc(NCc2ccccc2OC)c2ncn(C(C)C)c2c1 (centres undefined)	1	21	9	-2	15	9	-1	4	0.6
Cc1ccc2cc3cc(C(=O)NCCCN4CCCCCC4)oc3nc2c1	-8	-5	-10	-1	3	0	7	2	0.7
COc1cc(CN2CCCCCC2)cc([N+](=O)[O-])c1O	1	18	-1	-5	-1	0	6	1	-2.1
COc1ccc(C)cc1NC(=O)CO/N=C(\N)CC(=O)Nc1ccccc1OC	-1	-11	10	7	-5	0	3	7	-1.2
C=CCNc1cc(C)oc(=O)c1C(=O)CCC	2	15	0	-2	4	5	-3	11	-2.2
CC(=O)Nc1ccc(S(=O)(=O)N2C(C)CCCC2C)cc1 (centres undefined)	-1	6	0	-2	-5	5	5	-3	-1.3
CN(C)c1ccc(C(C#N)c2ccc(Cl)cc2)nn1 (centres undefined)	-3	16	18	-20	1	4	3	7	0.8
CCN(CC)CCNC(=O)c1ccc(NC(C)=O)cc1	0&0	11&8	4&31	-13&2	2&-1	1&0	1&5	-2&-3	-0.8&-1.1
CC(C)n1c(=O)nc(-c2ccccc2)c2cc3c(cc21)OCO3	-1	25	-10	-12	9	-1	-4	2	-1.9
O=C(COc1ccc2c(c1)OCO2)Nc1nccs1	-4	8	-9	2	-5	-1	18	-5	0.0
O=C(O)c1ccc2oc(SCC(=O)N3CCCCC3)nc2c1	0	15	-2	3	14	8	-2	-1	-0.3
CCOC(=O)CCC(NC(=O)c1ccc(CNc2nc3cc(C(F)(F)F)ccc3nc2C(=O)OCC)cc1)C(=O)OCC (centres undefined)	2	5	-14	0	-3	1	8	9	5.0
O=C(NC(=S)NC(CO)Cc1ccccc1)c1ccc(F)cc1 (centres undefined)	-1	24	7	-24	3	-2	-13	5	1.6
CCOC(=O)C1CCN(C(=O)CCn2c(=O)[nH]c3ccccc3c2=O)CC1	1	-8	-4	8	16	10	-6	1	0.0
O=C(NCc1ccc2c(c1)OCO2)c1ccccc1	-1	12	5	-15	13	1	-3	9	0.9
Cc1sc2ncn(CC(=O)N3CCC(C(N)=O)CC3)c(=O)c2c1S(=O)(=O)N1CC(C)CC(C)C1 (centres undefined)	-3	-21	13	-6	15*	3	16	-5	0.9
Cc1cc(/C=N/NC(N)=O)c(C)n1C1CCCCC1	3	17	4	-24	-18	-1	19	-16	-2.0
Cc1ccc(CC(=O)Nc2ccncc2)cc1	5	-10	-3	12	-10	6	16	-9	-1.2
CC1=NN(C(=O)COc2ccccc2)C(O)(c2cccnc2)C1 (centres undefined)	0	13	-4	-12	-3	1	-4	4	-0.9
COc1ccc(NC(=O)c2cc(S(=O)(=O)N3CCOCC3)cs2)cc1	1	-6	-37	10	-1	0	2	-4	-2.8
Nc1ccc2c(c1)C(=O)N(c1cccc3ccccc13)C2=O	-3	11	15	-7	0	3	12	1	2.5
COC(=O)c1ccccc1NC(=O)Nc1c(C)n(C)n(-c2ccccc2)c1=O	-2	-7	-2	-7	4	1	9	-2	-0.1
CCOC(=O)c1c(C)[nH]c(C(=O)COC(=O)COc2ccccc2C=O)c1C	1	6	26	3	-12	13	0	-6	-0.2
Cc1ccnc(SCC(=O)O)n1	1	15	6	8	1	9	9	-6	-9.4
Cc1nc2ccc(S(=O)(=O)NCC(=O)Nc3cccc(F)c3)cc2s1	2	8	0	-6	3	7	7	2	1.0
COc1ccc(S(=O)(=O)N2CCOCC2)cc1C(=O)NCc1ccccc1CN1CCCC1	-4	14	-5	0	3	1	0	3	-0.4
Cc1cccc(NC(=O)c2cc(S(=O)(=O)N3CCCCC3)c[nH]2)c1C	1	15	-9	-8	4	-1	7	-6	-3.1
CCCc1nc(SCC(=O)Nc2nnc(CC)s2)c2c(C)c(C)sc2n1	0	15	-93	-2	-9	7	2	-1	2.8
O=C1CC(c2ccccc2)CC(O)=C1C=NCc1ccccc1Cl (centres undefined)	-1	-6	-35	8	-3	19	6	-4	-1.7
C/C(=N\NC(=O)c1ccccc1OCCOc1ccccc1)c1ccccc1F	4	3	-1	60*	6	1	3	-5	1.5
O=C(Cc1ccc(Cl)cc1Cl)NC1CCCCCC1	-4	-11	-7	-4	4	1	13	-2	-4.4
COc1ccc(-c2csc(Nc3ncccc3C)n2)cc1OC	-4	10	3	-3	-2	2	1	1	1.2
O=S(=O)(N1CCOCC1)N1CCCN(S(=O)(=O)N2CCOCC2)CC1	1	9	-3	-9	0	0	-4	0	-1.0
COc1ccc(NC(=O)c2cc3c(Cl)nc4ccccc4c3s2)cc1OC	1	23	-21	32	-6	30	-6	0	0.2

4 compounds out of the list above, ordered by the number in CRFR2-BP antag, smallest number first.
molecule,M5 ag,CRFR2-BP antag,M4 PAM,CHRM5 antagonist,M5 PAM,CRFR2-BP ag
CCCc1nc(SCC(=O)Nc2nnc(CC)s2)c2c(C)c(C)sc2n1,0,-93,-9,2,-1,2.8
COc1ccc(NC(=O)c2cc(S(=O)(=O)N3CCOCC3)cs2)cc1,1,-37,-1,2,-4,-2.8
O=S(=O)(N1CCOCC1)N1CCCN(S(=O)(=O)N2CCOCC2)CC1,1,-3,0,-4,0,-1.0
COC(=O)c1ccccc1NC(=O)Nc1c(C)n(C)n(-c2ccccc2)c1=O,-2,-2,4,9,-2,-0.1

Single records, as listed above.
Cc1ccc(CC(=O)Nc2ccncc2)cc1 reads M5 ag = 5; M1 PAM parental = -10; CRFR2-BP antag = -3; TAAR1 antagonist = 12; M4 PAM = -10; TAAR1 agonist = 6; CHRM5 antagonist = 16; M5 PAM = -9; CRFR2-BP ag = -1.2
Cc1cc(/C=N/NC(N)=O)c(C)n1C1CCCCC1 reads M5 ag = 3; M1 PAM parental = 17; CRFR2-BP antag = 4; TAAR1 antagonist = -24; M4 PAM = -18; TAAR1 agonist = -1; CHRM5 antagonist = 19; M5 PAM = -16; CRFR2-BP ag = -2.0

Going on with the list.
compound	M5 ag	M1 PAM parental	CRFR2-BP antag	TAAR1 antagonist	M4 PAM	TAAR1 agonist	CHRM5 antagonist	M5 PAM	CRFR2-BP ag
CCCCNC(=O)CC1NCCNC1=O (centres undefined)	0	1	0	8	0	0	1	5	0.3
COc1ccc(C2c3[nH]c4ccccc4c3CCN2C(=O)c2ccccc2C(C)=O)c(F)c1 (centres undefined)	-1	9	-14	47	-4	23	11	-8	6.8
COP(=O)(OC)C(NC(=O)Nc1ccccc1)c1ccccc1 (centres undefined)	-2	-13	-2	-26	-11	0	6	1	-0.8
OCC1(CCCc2ccccc2)CCN(C2CCSCC2)CC1	-8	-16	-34	0	-9	5	-13	5	0.1
CC(C)Nc1nnc(SCC(=O)/C=C2\N(C)c3ccccc3C2(C)C)s1	3	23	-25	4	-9	12	5	-1	-0.4
O=C(O)c1ccc(NS(=O)(=O)c2cccc3nsnc23)cc1	1	1	9	2	2	8	8	-1	-0.1
O=C(O)C1CCCN(S(=O)(=O)c2ccc(F)cc2)C1 (centres undefined)	-1	12	18	4	8	1	4	-7	-1.3

Source: PubChem BioAssay (several laboratories)
